From PubChem
HIF activator – HIF pathway transcriptional activators, primary screen, cell-based, U2OS HRE-luciferase, luminescence; U2OS HRE-luciferase reporter; normalized: DMSO 0%, desferrioxamine 100%; 300,000 compounds, 0.32% hits; activation, % at 7.5 µM (by protocol);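 active means mean activation of at least 10% of the iron chelator positive control signal, with at least half of replicates also reaching 10%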
MrgX1 antag – antagonists of human MrgX1 receptor, primary screen, HEK293 cells, Fluo-4 calcium flux; 310,000 compounds, 1.3% hits; AID 588676, 2011; B-score at 10 µM; BAM8-22 antagonism; hits give low values; Mas-related G-protein coupled receptor member X1 (Homo sapiens), Q96LB2;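 active means calcium-response B-score plate-corrected more than 3 library SD below zero, starting fluorescence within 5 deviations, no agonist response on first addition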;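 further: peak minus trough fluorescence over baseline after final BAM8-22 challenge near maximal dose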
TRPC4 block – inhibitors of mouse TRPC4 channel, primary screen, Fluo4 calcium, HEK293 TRPC4beta/mu-opioid cells | Short transient receptor potential channel 4 (Mus musculus), Q9QUQ5 | DAMGO-evoked Fluo4 calcium flux; hits give low values | B-score at 10 µM | 300,000 compounds, 0.39% hits;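 active means B-score over 3 SD under the library average, no early fluorescence shift, positive overall ratio signal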
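Signal: kinetic Fluo4 fluorescence imaging of calcium influx. Material: stable TRPC4beta/mu-opioid receptor HEK293 cells. Probe or stimulus: DAMGO in two steps, submaximal then maximal.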
TRPC6 activator – mouse TRPC6 channel activators, primary screen, cell-based, HEK293, membrane potential dye. B-score at 10 µM. HEK293-TRPC6 membrane potential dye fluorescence; hits give high values. 310,000 compounds, 0.13% hits;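 active means B-score of the integrated fluorescence ratio above library mean plus 3 SD, and starting fluorescence ratio within library mean plus 5 SD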;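 further: higher score means more depolarization so channel activation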
Target sequence (Q61143 whole entry, looked up): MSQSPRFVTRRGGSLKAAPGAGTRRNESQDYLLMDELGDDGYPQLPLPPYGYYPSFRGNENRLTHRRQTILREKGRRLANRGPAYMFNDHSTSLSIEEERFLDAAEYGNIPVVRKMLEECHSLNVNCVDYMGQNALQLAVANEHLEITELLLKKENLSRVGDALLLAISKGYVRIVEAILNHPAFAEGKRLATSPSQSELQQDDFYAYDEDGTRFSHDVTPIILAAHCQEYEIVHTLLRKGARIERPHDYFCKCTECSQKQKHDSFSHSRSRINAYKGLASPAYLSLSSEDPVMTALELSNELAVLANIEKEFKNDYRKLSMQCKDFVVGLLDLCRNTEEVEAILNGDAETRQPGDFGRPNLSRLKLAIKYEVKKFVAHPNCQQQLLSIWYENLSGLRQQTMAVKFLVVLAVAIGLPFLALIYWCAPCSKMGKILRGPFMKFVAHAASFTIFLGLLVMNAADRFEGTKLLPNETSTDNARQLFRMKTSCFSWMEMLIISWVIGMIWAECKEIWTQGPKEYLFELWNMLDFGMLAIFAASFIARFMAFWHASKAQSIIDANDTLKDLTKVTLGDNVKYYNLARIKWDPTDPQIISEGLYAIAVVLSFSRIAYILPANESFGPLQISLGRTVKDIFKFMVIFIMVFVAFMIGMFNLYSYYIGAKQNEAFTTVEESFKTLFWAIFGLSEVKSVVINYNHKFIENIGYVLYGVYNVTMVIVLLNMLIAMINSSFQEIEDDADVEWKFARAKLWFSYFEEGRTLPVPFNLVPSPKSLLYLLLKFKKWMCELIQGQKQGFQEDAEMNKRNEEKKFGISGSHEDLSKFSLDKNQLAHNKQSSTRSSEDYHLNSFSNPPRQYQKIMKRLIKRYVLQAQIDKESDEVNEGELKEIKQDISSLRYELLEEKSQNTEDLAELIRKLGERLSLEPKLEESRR
Platelet DG rel – inhibitors of platelet dense granule secretion, primary screen, cell-based, MLPCN, human platelets; human platelet-rich plasma, SFLLRN dense granule ATP release, luminescence; inhibition, %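 (compounds screened at 7.5 µM in platelet-rich plasma)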; 300,000 compounds, 0.22% hits; AID 1663, 2009;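 active means mean replicate score, as percent of positive control, at or above 50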
TRPC6 inh – mouse TRPC6 channel inhibitors, primary screen, cell-based, HEK293, membrane potential dye; 310,000 compounds, 1.1% hits; B-score at 10 µM; Short transient receptor potential channel 6 (Mus musculus), Q61143; ACh-evoked depolarization; hits give low values;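 active means B-score under library mean minus 3 SD, initial fluorescence not abnormally high, positive integrated signal ratio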;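 further: B-score derived from integrated fluorescence ratio over the kinetic read; more negative B-score means stronger inhibition of depolarization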
RGS4 pot – RGS4 potentiators or activators, primary screen, cell-based, HEK293 M3R inducible RGS4, calcium flux. carbachol calcium flux Fluo4; hits give low values. B-score at 10 µM. 310,000 compounds, 0.92% hits. AID 463111, 2010;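 active means B-score of the integrated calcium signal more than 4 SD below the library mean, with starting fluorescence not abnormally high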;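 further: negative B-score means reduced calcium response which marks RGS4 activation or potentiation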
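Assay system: Inducible-RGS4 HEK293 cells carrying M3 receptor | Schedule: Compound preincubation 20 min at room temperature before agonist | Signal: Kinetic calcium fluorescence imaging with Fluo4-AM dye, 2 µM | Read-out basis: B score from integrated fluorescence ratio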
SKKanGAS inh – S. pyogenes SKKanGAS growth inhibitors in kanamycin, primary screen, streptokinase expression inhibitor project, SKKanGAS strain, BacTiter-Glo luminescence | 300,000 compounds, 1.3% hits | 6 h | inhibition, % at 7.5 µM;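 active means mean replicate score, as percent of positive control median, at least 50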;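 further: strain carries kanamycin resistance gene driven by streptokinase promoter and grows in 40 µg/ml kanamycin; loss of luminescence reflects streptokinase promoter inhibition or plain growth inhibition; 0% = median of DMSO wells and 100% = positive control at its reference dose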
MrgX1 agonist – agonists of human MrgX1 receptor, primary screen, HEK293 cells, Fluo-4 calcium flux; B-score at 10 µM; AID 588627, 2011; 310,000 compounds, 0.44% hits; Mas-related G-protein coupled receptor member X1 (Homo sapiens), Q96LB2; Fluo-4 calcium fluorescence, agonist mode; hits give high values;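 active means calcium response B-score plate-corrected fluorescence ratio at least 3 library SD, with starting fluorescence B-score inside 5 SD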
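Material – MrgX1-expressing HEK293 cells · Input – 15,000 cells seeded per well · Dosing – compound as first of three additions · Times – overnight seeding, then 1 h dark dye loading · Measured by – kinetic Fluo-4 NW fluorescence of intracellular calcium · Read-out – B-scored fluorescence response ratio · Benchmarks – positive and negative control wells on each plate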
RGS4 inh – RGS4 inhibitors, primary screen, cell-based, HEK293 M3R inducible RGS4, calcium flux. 310,000 compounds, 0.45% hits. Regulator of G-protein signaling 4 (Homo sapiens), P49798. Fluo-4 calcium flux; hits give high values; triggered by carbachol at its EC20. B-score at 10 µM;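 active means B-score, a plate-corrected calcium signal, over three deviations above library mean, with baseline fluorescence within five deviations of library mean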;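 further: RGS4 expression induced by doxycycline in cells with stable M3 receptor; B-score is computed from the integrated fluorescence ratio over baseline after carbachol; higher B-score means a larger calcium signal and so more RGS4 inhibition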
Target sequence (P49798 whole entry, looked up): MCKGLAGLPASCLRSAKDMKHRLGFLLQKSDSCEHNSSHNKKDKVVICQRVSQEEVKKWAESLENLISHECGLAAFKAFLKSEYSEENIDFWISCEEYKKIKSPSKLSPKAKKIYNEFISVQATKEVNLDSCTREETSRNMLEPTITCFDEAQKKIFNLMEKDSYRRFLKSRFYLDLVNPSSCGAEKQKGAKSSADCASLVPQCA
MrgX1 allo act – positive allosteric modulators of MrgX1, primary screen, HEK293 cells, Fluo-4 calcium flux. 310,000 compounds, 0.63% hits. FDSS; hits give high values. B-score at 10 µM. AID 588675, 2011;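 active means plate-corrected calcium response at least 3 library SD above typical, normal starting fluorescence, not activating the receptor alone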;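 further: compound read alongside a low EC10 to EC30 dose of BAM8-22 agonist; peak minus trough fluorescence over baseline measured at the second addition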
An asterisk follows results filed as active; i = inactive; · = not tested or not shown.

SMILES | HIF activator | MrgX1 antag | TRPC4 block | TRPC6 activator | Platelet DG rel | TRPC6 inh | RGS4 pot | SKKanGAS inh | MrgX1 agonist | RGS4 inh | MrgX1 allo act
Cc1ccccc1OCC(=O)Nc1ccc(S(=O)(=O)N2CCCC2)cc1 | -0.5 | i | i | i | -8.7 | i | i | 6.0 | i | i | i
Cc1cc[n+](CC(=O)c2ccccc2)c2ccccc12 | 0.4 | i | i | i | 1.4 | i | i | 1.7 | i | i | i
CCN(CC)C(=O)Cn1cc(C(=O)C(=O)N2CCN(c3ccc(OC)cc3)CC2)c2ccccc21 | 0.1 | i | i | i | 2.5 | i | i | -1.2 | i | i | i
CN(C)c1nc(-c2ccccn2)nnc1-c1ccccc1 | 105.3* | i | i | i | -4.9 | i | i | 12.5 | i | i | i
Cc1cccc(C)c1NC(=O)c1c[nH]c2ccccc12 | 3.8 | i | i | i | 6.0 | i | i | 6.0 | i | i | i
COc1ccccc1NC(=O)C1=C(C)Nc2nc(CCCO)nn2C1c1ccc2c(c1)OCO2 (configuration not stated) | 0.6 | i | i | i | -10.1 | i | i | 0.2 | i | i | i
CC(=O)c1c(C)[nH]c(C(=O)CSc2nnc(N)s2)c1C | -0.2 | i | i | i | -9.4 | i | i | -17.9 | i | i | i
COc1ccc(S(=O)(=O)N2CCCC2c2cccs2)cc1 (configuration not stated) | 0.1 | i | i | i | -0.3 | i | i | 0.1 | i | i | i
O=C(c1[nH]ncc1-c1ccccc1)C1CO1 (configuration not stated) | 0.9 | i | i | i | 2.9 | i | i | -6.2 | i | i | i
CC(C)(C)NC(=O)NC(=O)CN1CCCc2ccccc21 | · | i | i | i | · | i | i | · | i | i | i
CCSc1nc2ccccc2n1C(=O)c1ccc(S(=O)(=O)N2CCCCC2)cc1 | 0.4 | i | i | i | 4.3 | i | i | 3.8 | i | i | i
COc1ccc(S(=O)(=O)NCCOc2cccc3cccnc23)cc1OC | -0.3 | · | i | i | -6.0 | i | i | -19.3 | · | i | ·
COCOc1ccc(-c2cc(=O)c3c(OCOC)cc(OCOC)cc3o2)cc1 | 1.3 | i | i | i | 0.6 | i | i | 6.3 | i | i | i
CCn1c(SCC(=O)N2CCC(C(N)=O)(N3CCCCC3)CC2)nnc1-c1ccccc1 | 0.2 | i | i | i | -2.8 | i | i | -2.2 | i | i | i
Cc1ccc(C(=O)C(C)Oc2ccc3ccc(=O)oc3c2)cc1 (configuration not stated) | -0.3 | i | i | i | -10.0 | i | i | -8.7 | i | i | i
CCCN(CCC)CCNS(=O)(=O)c1ccc2c(c1)oc(=O)n2C | -0.1 | i | i | i | -3.1 | i | i | -13.6 | i | i | i
CCOc1ccc2oc(C(=O)OCC(=O)NC3CC3)c(C)c2c1 | 1.6 | i | i | i | 2.7 | i | i | 5.8 | i | i | i
CC1(C)CC(=O)c2sc(NC(=O)c3ccco3)nc2C1 | 0.9 | i | i | i | -4.2 | i | i | 0.6 | i | i | i
Cc1[nH]n(-c2ccccc2)c(=O)c1C=Nc1ccc(S(=O)(=O)N(C)C)cc1 | -0.2 | i | i | i | 7.5 | i | i | 0.7 | i | i | i
COc1ccc(C)cc1NC(=O)CN(c1ccccc1)S(C)(=O)=O | 0.0 | i | i | i | 6.9 | i | i | -7.1 | i | i | i
COc1ccc(C(CNC(=O)c2ccc(C)o2)N2CCOCC2)cc1 (configuration not stated) | 0.2 | i | i | i | -11.2 | i | i | -8.8 | i | i | i
CCN(Cc1nc2ccccc2c(=O)[nH]1)Cc1cc(=O)oc2cc(C)c(C)cc12 | -0.8 | i | i | i | -1.9 | i | i | 3.6 | 34.9* | i | i
O=C1C2C(c3ccccc3)C=CC(c3ccccc3)C2C(=O)N1c1ccccn1 (configuration not stated) | -0.2 | i | i | i | -2.3 | i | i | -1.6 | i | i | i
COc1cc(C(=O)OCC2CC(c3ccccc3)=NO2)cc(OC)c1OC (configuration not stated) | 0.0 | i | i | i | -6.9 | i | i | -6.3 | i | i | i

Retrieved one by one from the list above, 4 records:
SMILES | HIF activator | MrgX1 antag | TRPC4 block | TRPC6 activator | Platelet DG rel | TRPC6 inh | RGS4 pot | SKKanGAS inh | MrgX1 agonist | RGS4 inh | MrgX1 allo act
CCCN(CCC)CCNS(=O)(=O)c1ccc2c(c1)oc(=O)n2C | -0.1 | i | i | i | -3.1 | i | i | -13.6 | i | i | i
Cc1[nH]n(-c2ccccc2)c(=O)c1C=Nc1ccc(S(=O)(=O)N(C)C)cc1 | -0.2 | i | i | i | 7.5 | i | i | 0.7 | i | i | i
Cc1ccccc1OCC(=O)Nc1ccc(S(=O)(=O)N2CCCC2)cc1 | -0.5 | i | i | i | -8.7 | i | i | 6.0 | i | i | i
Cc1cc[n+](CC(=O)c2ccccc2)c2ccccc12 | 0.4 | i | i | i | 1.4 | i | i | 1.7 | i | i | i

Next compounds
SMILES | HIF activator | MrgX1 antag | TRPC4 block | TRPC6 activator | Platelet DG rel | TRPC6 inh | RGS4 pot | SKKanGAS inh | MrgX1 agonist | RGS4 inh | MrgX1 allo act
CSc1cccc(NC(=O)CCCOc2ccc(Cl)cc2Cl)c1 | 1.4 | i | i | i | 9.3 | i | i | 19.6 | i | i | i
O=C(c1c[nH]c(C(=O)C(Cl)(Cl)Cl)c1)c1ccc(F)cc1Cl | 1.1 | i | i | i | 1.9 | i | i | -8.5 | i | i | i
c1cn(-c2ccc(-c3ccnc4ncnn34)cc2)cn1 | -0.1 | i | i | i | -4.2 | i | i | 1.4 | i | i | i
Cc1cc(C)nc(N(C#N)Cc2cccc(Cl)c2)n1 | -0.8 | i | i | i | -4.2 | i | i | -0.3 | i | i | i
COc1cccc(NC(=O)C2C3C=CC4(O3)C2C(=O)N(C(C)C)C4C(=O)NC2CCCCC2C)c1 (configuration not stated) | -20.6 | i | i | i | -23.1 | i | i | -3.4 | i | i | i
COCCNC(=O)c1n[nH]c2ccccc12 | 1.4 | i | i | i | -0.8 | i | i | -3.4 | i | i | i
O=C(N/N=C\c1ccc(Br)o1)C1COc2ccccc2O1 (configuration not stated) | -0.2 | i | i | i | -1.3 | i | i | -6.9 | i | i | i
Cc1ccc(N2CC(C(=O)NC3CC3)CC2=O)cc1 (configuration not stated) | 0.0 | i | i | i | 0.0 | i | i | -19.4 | i | i | i
O=C(CN1CCC(NC(=O)c2ccccc2F)CC1)NCc1ccc(F)cc1 | 1.8 | i | i | i | 1.1 | i | i | -1.5 | i | i | i
CN1CC(C(=O)Nc2ccc(F)c(Cl)c2)CC1=O (configuration not stated) | 0.6 | i | i | i | 11.8 | i | i | 0.6 | i | i | i
COc1cc(C2C(C#N)=C(N)N(c3cccnc3)C3=C2C(=O)CCC3)ccc1O (configuration not stated) | -0.1 | i | i | i | -1.1 | i | i | 4.0 | i | i | i
Cc1ccc(C(=O)NCc2cccnc2)o1 | -1.6 | i | i | i | 3.3 | i | i | -1.6 | i | i | i
CCN(CC(=O)NCc1cccs1)S(=O)(=O)c1ccc(F)cc1 | -0.8 | i | i | i | -2.2 | i | i | 24.0 | i | i | i
NC(=O)N=Nc1c2[nH]c3ccccc3nc-2c2ccccc12 | 6.8 | i | i | i | -3.0 | i | -8.58* | 72.1* | i | i | i
CC(=O)Nc1cccc(C(=O)/C=C/c2ccc[nH]2)c1 | 2.0 | i | i | i | 3.4 | i | i | 6.0 | i | i | i
O=C(c1cc(-c2ccc3c(c2)OCO3)on1)N1CCOCC1 | -1.0 | i | i | i | -8.3 | i | i | 1.7 | i | i | i
CCCCCOc1ccc(C(=O)NCCC(=O)NCCCC(=O)OCC)cc1 | -0.3 | i | i | i | -2.9 | i | i | 47.3 | i | i | i
COc1ccc(C2/C(=C(/O)c3ccc(F)cc3)C(=O)C(=O)N2CCCN2CCOCC2)cc1OC (configuration not stated) | -0.2 | i | i | i | 1.2 | i | i | 3.7 | i | i | i
CC(C)(C)OC(=O)NCCCCC1=CC2=CC(=O)C(C)(OC(=O)c3cnc4ccccc4n3)C(=O)C2=CO1 (configuration not stated) | -0.1 | i | i | i | -0.6 | i | i | 5.5 | i | i | i
Cc1ccc(NC(=O)N[C@@H](CC(C)C)C(=O)O)c(C)c1 | 0.3 | i | i | i | 6.2 | i | i | 0.8 | i | i | i
CCc1ccc(S(=O)(=O)Nc2ccc(C)c(NS(C)(=O)=O)c2)cc1 | 0.2 | i | i | i | -2.4 | i | i | 1.6 | i | i | i
CC1CCN(c2c([N+](=O)[O-])c(=O)oc3ccccc23)CC1 | 0.2 | i | i | i | 9.9 | i | i | 3.4 | i | i | i
CCOc1cc(/C=N\NC(=O)c2ccc(NC(=O)C(C)(C)C)cc2)ccc1OC(=O)c1ccc(OC)cc1 | 0.0 | i | i | i | 2.9 | i | i | 34.0 | i | i | i
C=C(C)Cn1c(N2CCN(c3ccc(OC)cc3)CC2)nc2c1c(=O)n(C)c(=O)n2C | -0.3 | i | i | i | 14.5 | i | i | -5.6 | i | i | i
CCn1ccnc1CN(C)Cc1nc(Cc2cccc(C(F)(F)F)c2)no1 | -0.2 | i | i | i | -4.2 | i | i | -4.4 | i | i | i
CCC1CCCCN1Cc1nc2c(c(=O)n(C)c(=O)n2C)n1CCC(C)C (configuration not stated) | -0.2 | i | i | i | 0.3 | i | i | -1.7 | i | i | i
CCOc1ccc(Cl)cc1/C=N/NC(=O)c1ccccc1 | · | i | i | i | -9.6 | i | i | -1.6 | i | i | i
CCOn1c(=O)c(=O)n(OC)c2ccccc21 | 0.2 | i | i | i | 1.9 | i | i | 0.3 | i | i | i
CC(=O)N1c2ccc(S(=O)(=O)NCCC(=O)Nc3ncccc3C)cc2CC1C (configuration not stated) | -0.1 | i | i | i | -0.6 | i | i | -4.7 | i | i | i
CC1C[N+](=C2C=C(N3CCOCC3)CC(C)(C)C2)CC(C)O1 (configuration not stated) | 0.1 | i | i | i | 23.2 | i | i | -0.9 | i | i | i
